Salmonella PhoP GFP: PhoP-dependent GFP reporter repression – Salmonella Typhimurium, primary screen (AID 1863) | 0.16% of 300,000 active | S. Typhimurium PhoP-regulated promoter GFP reporter, 4 h; higher % means a stronger effect | inhibition, % at 50 µM, or IC50 in µM where a hit was titrated;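 active = inhibition over 29.93%, a cutoff 3 SD above the screen mean, later confirmed by dose response; inconclusive = inhibition over 29.93% but no dose response follow-up; inactive = inhibition at most 29.93% or unconfirmed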;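 also: 0% = low Mg2+ inducing control and 100% = high Mg2+ repressing control; strong numbers were not always called active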
SIAH1 antagonists: Siah-1 peptide-binding antagonists, primary screen, biochemical, fluorescence polarization, rhodamine-plectin, uHTS (AID 1817); Siah-1 / rhodamine-plectin peptide fluorescence polarization; higher % means a stronger effect; one-dose displacement, % at 20 µM; IC50 in µM for titrated hits; 0.02% of 290,000 active;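 active = displacement of at least 50% at 20 µM, with a fluorescence ratio check between 0.3 and a set limit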;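 also: plate controls were Siah plus tracer with DMSO for no effect and tracer alone without Siah for full effect; strong numbers were not always called active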
human PMI inhibitors: MPI inhibition at elevated mannose 6-phosphate – biochemical, fluorescence intensity, high mannose 6-phosphate, primary screen (AID 1220); recombinant PMI enzyme, coupled fluorescence intensity; higher % means a stronger effect; 0.66% of 190,000 active; inhibition, % at 20 µM; hits with a dose series show IC50 in µM; in the data active = inhibition above about 50%
CSM14.1 death rescue: protection against thapsigargin-triggered cell killing – 384-well, CSM14.1, ATP luminescence, primary screen (AID 1222); 190,000 tested, under 10 active; CSM14.1 thapsigargin-induced death rescue, ATP luminescence; higher % means a stronger effect; cellular ATP content (survival), % at 20 µM; hits with a dose series show EC50 in µM;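 active = EC50 below 50 µM in the dose-response confirmation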;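 also: death triggered by thapsigargin at about 15 µM added after 2 h compound pretreatment; cell ATP read after overnight thapsigargin exposure of roughly 18 to 22 hours; normalized against plate controls of thapsigargin alone and 5% DMSO vehicle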
M1AAP inhibition: malaria alanyl aminopeptidase activity blockers – biochemical, fluorogenic H-Leu-NHMec substrate, 1536-well (AID 1445); recombinant M1AAP, H-Leu-NHMec fluorogenic kinetic assay; higher % means a stronger effect; inhibition, % at 30 µM, or IC50 in µM where a hit was titrated; 0.42% of 220,000 active;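 active = primary inhibition above the hit cutoff, then over 50% inhibition at one or more dose response concentrations, cut at about 23% in these data, passing the limit was not always enough; inconclusive = conflicting primary data, or primary hits not chosen for dose response; inactive = low primary inhibition, or under 50% at every dose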;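 also: plate controls were DMSO full reaction for no effect and no enzyme background for full effect; strong numbers were not always called active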
Yfh1-depleted yeast: enhancers of respiration in Yfh1-depleted yeast, dose response, Friedreich's ataxia, plus single-dose screen (AID 1465); S. cerevisiae Yfh1-off respiration, WST-1 reduction, 72 h; higher fold induction means a stronger effect; fold induction at 50 µM; hits with a dose series show EC50 in µM; 0.074% of 220,000 active;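 active = fold induction of absorbance versus untreated yeast above a set limit, then at least 30% activation at any dose in follow-up; inconclusive = repeats straddling the limit, or above it without dose testing; inactive = fold induction below the set limit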;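 also: activators that raise dye reduction in frataxin-depleted yeast; strong numbers were not always called active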
XIAP displacement: XIAP antagonists, biochemical, IAP family, fluorescence polarization (AID 1018) | XIAP BIR domain, fluorescence polarization peptide displacement; higher % means a stronger effect | one-dose displacement, % at 20 µM; IC50 in µM for titrated hits | 0.007% of 200,000 active; in the data active = displacement above about 50%; also: a part of the inactive calls stands beside numbers as strong as those of hits
M17LAP inhibition: P. falciparum M17LAP inhibitors, primary screen, biochemical, fluorogenic H-Leu-NHMec substrate, 1536-well (AID 1619); recombinant M17LAP, H-Leu-NHMec fluorogenic kinetic assay; higher % means a stronger effect; one-dose inhibition, % at 30 µM; IC50 in µM for titrated hits; 0.38% of 220,000 active;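 active = compound inhibiting the enzyme by more than half at any dose during confirmatory dose-response retesting; inconclusive = strong single-dose inhibitors picked by rank but not retested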;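 also: plate controls were full reaction with DMSO carrier for no effect and no enzyme background for full effect; strong numbers were not always called active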
West Nile virus CPE: inhibition of WNV-induced cytopathic effect – cell-based, CPE readout (AID 1621); West Nile virus-infected cells, CPE inhibition; higher % means a stronger effect; CPE inhibition, % at 10 µM, or IC50 in µM where a hit was titrated; 0.02% of 290,000 active; in the data active = a potency from the dose series; inconclusive = CPE inhibition mostly from about 3.7% at the one dose, without a potency; inactive = the rest, 99 in 100 with CPE inhibition below about 2.2%; also: strong numbers were not always called active
The depositor's hits bear a star; i = inactive; ? = inconclusive; · = no result given.

SMILES	Salmonella PhoP GFP	SIAH1 antagonists	human PMI inhibitors	CSM14.1 death rescue	M1AAP inhibition	Yfh1-depleted yeast	XIAP displacement	M17LAP inhibition	West Nile virus CPE
CCN(CC)S(=O)(=O)c1cccc(C(=O)NC2CCCCC2)c1	17%	-4%	9%	-4.7%	-5%	i	-2.8%	-3%	-0.6%
O=S(=O)(NNc1nccc(C(F)(F)F)n1)c1cccc(Cl)c1Cl	-7%	0%	·	·	7%	i	·	1%	-0.6%
c1ccc(C2Nc3ccccc3-c3nc4ccccc4n32)nc1 (stereo unspecified)	1%	3%	3%	-1.3%	6%	i	-6.8%	-129%	0.3%
ClCc1csc(-c2ccccc2Cl)n1	3%	4%	-26%	0.0%	0%	i	-0.8%	8%	0.1%
C/C(C/C(C)=C1/SC(=S)NC1=O)=C1\SC(=S)NC1=O	-4%	8%	-8%	-0.9%	?	i	-9.0%	?	0.3%
CC(Oc1ccccc1)c1ccnc2nc(/N=C/N(C)C)nn12 (stereo unspecified)	13%	-4%	-13%	-2.3%	4%	i	-3.9%	-14%	0.0%
COc1ccccc1OC(=O)CCc1nc2ccccc2s1	-7%	7%	21%	·	-2%	i	-11%	0%	0.3%
O=C(COC(=O)C(O)c1ccccc1)NC12CC3CC(CC(C3)C1)C2 (stereo unspecified)	0%	-5%	3%	-0.4%	-7%	i	-3.6%	20%	0.3%
CSc1nc(O)cc(=O)n1-c1ccc(F)cc1	-14%	-3%	-7%	-0.7%	11%	i	1.7%	7%	0.1%
COc1ccc(NC(=O)CCCNS(=O)(=O)c2cccs2)cc1	1%	10%	2%	-0.6%	1%	i	-2.7%	-3%	0.2%
Cc1ccc2c(c1)c(N=O)c(O)n2Cc1ccc(Cl)cc1	5%	0%	17%	0.0%	1%	i	-6.4%	-6%	0.8%
COc1cc(NC(=S)NCCCN(C)C)c(OC)cc1NC(=O)c1ccco1	-3%	0%	·	·	2%	i	·	2%	-0.1%
Cc1ccc(NC(=O)Cn2cccc2C2=NC(c3ccccc3)CO2)c(C)c1 (stereo unspecified)	6%	7%	8%	0.9%	-3%	i	-4.2%	7%	-1.3%
O=C(N/N=C/c1cc([N+](=O)[O-])ccc1Cl)c1ccc2nc[nH]c2c1	-5%	-6%	5%	1.6%	4%	i	-2.4%	-6%	-0.3%
CCOC(=O)N1CCN(c2c(NCC3CCCO3)c(=O)c2=O)CC1 (stereo unspecified)	1%	-4%	-10%	0.0%	4%	i	-0.8%	6%	1.5%
OC(COc1cc(Cl)c(Cl)cc1Cl)CN1CCN(c2ncccn2)CC1 (stereo unspecified)	0%	-6%	6%	-2.9%	3%	i	-5.5%	5%	-1.4%
COc1cc(CN2CCCC(CCC(=O)NCc3ccc(C)o3)C2)cc2c1OCO2 (stereo unspecified)	-6%	-1%	18%	0.2%	11%	i	-8.2%	3%	-0.7%
Clc1ccc(-c2cc(-c3ccccn3)on2)c(Cl)c1	6%	3%	·	·	3%	i	·	-4%	-0.8%
O=C(NCc1cccs1)C1CCN(S(=O)(=O)c2ccc(Br)s2)CC1	8%	7%	8%	-4.4%	4.7µM*	i	-3.0%	-2%	0.0%
CC(/C=C1\N=C(SCc2ccccc2)SC1=O)=C\c1ccccc1	9%	11%	13%	-1.7%	11%	i	-4.9%	17%	0.1%
Cc1ccc(CNC(=O)CCC(=O)c2cccs2)cc1	10%	-4%	12%	-4.1%	6%	i	-3.2%	0%	-0.2%
COc1ccc(C(=O)NCc2ccc3c(c2)OCO3)cc1S(=O)(=O)N(C)Cc1ccccc1	-16%	8%	-1%	1.0%	5%	i	-4.4%	11%	-0.3%
O=C(CSc1ccc(-c2ccco2)nn1)NCc1ccc(F)cc1	-11%	-3%	7%	-2.2%	4%	i	-5.4%	9%	-0.7%
CC1CCC(NC(=O)c2ccc(/C=C3\Oc4ccccc4N(C)C3=O)cc2)CC1 (stereo unspecified)	-11%	2%	8%	1.9%	11%	i	-3.2%	-6%	-1.0%
O=C(N/N=C\c1ccc(F)cc1)c1ccc(F)cc1	-10%	3%	-15%	-1.0%	0%	i	-7.0%	-2%	0.1%
Cc1ccc(C)c(C(=O)CSc2nnc(C)s2)c1	9%	5%	6%	-1.2%	-2%	i	-1.8%	3%	-0.7%
COC(=O)Nc1c(C)nn(Cc2ccccc2C)c1C	-3%	-2%	4%	·	1%	i	-2.8%	-6%	-0.2%
Cn1c(=O)c(S(=O)(=O)C(C)(C)C)c(O)c2ccccc21	-6%	2%	-36%	-1.1%	5%	i	-6.0%	5%	-1.3%
O=C(c1n[nH]c(=O)c2ccccc12)N1CCN(Cc2ccc3c(c2)OCO3)CC1	1%	-3%	·	·	-5%	i	·	2%	-0.5%
CC1(C)CC(=O)c2c(oc3cc(O)c(O)cc23)C1	-1%	-4%	40%	-0.8%	0%	i	-5.4%	42%	-0.5%
O=C(/C=C/Nc1ccccc1)C(F)(F)F	-8%	0%	-12%	0.2%	-1%	i	-3.1%	-9%	0.1%
O=C(N/N=C\c1ccc(COc2ccc([N+](=O)[O-])cc2)o1)c1cccc(Cl)c1	-3%	-7%	-3%	-2.0%	1%	i	-0.9%	-9%	0.3%
O=C(O)c1ccc(Nc2ncnc3scc(-c4ccccc4)c23)cc1	-3%	5%	6%	0.5%	8%	i	1.9%	6%	0.5%
NCc1nc(-c2ccc(Cl)cc2)no1	5%	-5%	-7%	-0.5%	1%	i	-4.5%	2%	0.1%
O=C(Oc1cccc(N2C(=O)CCC2=O)c1)c1ccccc1	1%	-2%	11%	-0.4%	0%	i	-5.5%	6%	0.0%
CCOC(=O)c1ccc(NC(=O)CSc2nnnn2C2CCCCC2)cc1	0%	7%	-1%	-1.7%	1%	i	-2.7%	-3%	0.0%
Cn1c(N)c(S(=O)(=O)N2CCN(C(=O)c3ccco3)CC2)c(=O)n(C)c1=O	2%	0%	2%	2.2%	-1%	i	-9.7%	-6%	0.2%
Cc1ccc2c(c1)CCCN2C(=O)c1c(C)noc1C	4%	2%	13%	-2.5%	-3%	i	-0.4%	-3%	-0.5%
CCCOC1CCCN(C(=O)CCc2nnc(CCCCc3ccccc3)o2)C1 (stereo unspecified)	-3%	2%	6%	0.1%	6%	i	-5.7%	2%	-1.0%
Cc1ccc2nc3c(cc(C(=O)NCC4CCCO4)n3C)c(=O)n2c1 (stereo unspecified)	-7%	0%	3%	0.4%	8%	i	-3.2%	-15%	1.0%
CCCC(=O)NC1=C(C#N)C2(CCCC2)Cc2ccccc21	3%	-1%	1%	-2.5%	2%	i	-10%	17%	0.1%
O=C(O)c1cc(S(=O)(=O)Nc2ccc3c(c2)OCCO3)c(Cl)cc1Cl	16%	0%	-4%	·	7%	i	-7.9%	3%	-0.1%
COc1ccccc1/C=C\C(=O)NCC(=O)N/N=C/c1ccc(O)cc1O	2%	-8%	·	·	20%	i	·	32%	0.3%
Cc1ccc(S(=O)(=O)N2CC=C(C(=O)NCCC(C)C)CC2)cc1	-9%	6%	·	·	3%	i	·	-1%	-0.3%
CCOC(=O)CN(C(=O)CNC(=O)c1ccco1)C(C(=O)NC1CCCC1)c1ccccc1OCC (stereo unspecified)	-5%	-3%	0%	-1.4%	5%	i	1.1%	-9%	-0.2%
CC1(C)NC(=O)N(CCCCOc2ccc3c(c2)CCC3)C1=O	-7%	2%	14%	-0.1%	-2%	i	-5.8%	-1%	-0.7%
CCOC(=O)c1cn(Cc2ccc(C)cc2)nn1	7%	-2%	6%	-4.7%	6%	i	-3.7%	-9%	-0.3%
Cc1ccc(NC(=O)C2CCCN2S(=O)(=O)c2ccc(F)cc2)c(C)c1 (stereo unspecified)	-10%	2%	4%	0.9%	6%	i	-0.2%	-7%	0.6%
CC(C)C(=O)NC(Nc1cc(C(F)(F)F)ccc1Cl)C(Cl)(Cl)Cl (stereo unspecified)	15%	0%	4%	-0.8%	1%	i	-7.0%	-13%	-1.8%
COc1ccc(Cn2nnnc2C(c2cccs2)N2CCN(c3ccc([N+](=O)[O-])cc3)CC2)cc1 (stereo unspecified)	-16%	-5%	25%	-0.2%	8%	i	-7.1%	3%	-0.7%
C[N+]1(CC(=O)NNc2c3ccccc3nc3ccccc23)CCOCC1	7%	3%	3%	0.1%	9%	i	-2.2%	28%	-1.0%
COc1ccccc1N1C(=O)CC(Nc2ccc(N3CCOCC3)cc2)C1=O (stereo unspecified)	-6%	1%	-10%	-1.0%	18%	?	-3.1%	19%	0.4%
CCOC(=O)c1[nH]c(C)c(C(=O)NC2CCN(C(=O)OCC)CC2)c1C	-8%	-4%	-11%	-2.5%	0%	i	-3.0%	3%	-0.1%
Cn1c(=O)c2c(nc(CN3CCN(Cc4ccccc4)CC3)n2Cc2ccc(F)cc2)n(C)c1=O	-1%	3%	5%	-3.2%	4%	i	-1.8%	-3%	-0.5%
Cc1ccc(CSc2nnc(CCNC(=O)OC(C)(C)C)o2)cc1	-1%	10%	·	·	2%	i	·	0%	-1.3%
O=C(NCCN1CCOCC1)C1CCN(c2nc3ccccc3o2)CC1	-4%	-1%	3%	0.5%	3%	i	-5.3%	6%	0.0%
CNC(=O)c1[nH]cnc1C(=O)N[C@@H](C)C(=O)OCc1ccccc1	-2%	-5%	·	·	6%	i	·	10%	0.2%
Cc1cc(=O)[nH]c(N/N=C/c2ccc(Cl)c([N+](=O)[O-])c2)n1	-9%	-2%	·	·	4%	i	·	-3%	-0.9%
COc1ccc(/C=N/Nc2nc(=O)[nH]nc2C)cc1[N+](=O)[O-]	-15%	-1%	-2%	-2.5%	5%	i	-6.4%	-2%	-0.7%
COCCNC(=O)NC(=O)COC(=O)C1(c2ccc(Cl)cc2)CC1	-6%	1%	-11%	0.6%	1%	i	-4.8%	-17%	-0.3%

Following part.
SMILES	Salmonella PhoP GFP	SIAH1 antagonists	human PMI inhibitors	CSM14.1 death rescue	M1AAP inhibition	Yfh1-depleted yeast	XIAP displacement	M17LAP inhibition	West Nile virus CPE
COC(=O)c1cc(OC)c(OC)cc1NC(=S)N1CCN(C)CC1	6%	-5%	7%	-0.7%	5%	i	-21%	5%	0.1%
CCC(NC(=O)Nn1cnnc1)(C(F)(F)F)C(F)(F)F	6%	3%	6%	-1.8%	8%	i	-6.7%	5%	1.1%
CCOCCn1c(=NC(=O)c2cc(Cl)sc2Cl)sc2cc(S(N)(=O)=O)ccc21	-5%	14%	4%	10%	7%	i	6.3%	-6%	0.0%
N#Cc1c2c(c(-c3ccccc3Cl)[nH]c1=S)CCCC2	-9%	10%	-145%	4.3%	-5%	i	-5.4%	7%	0.0%
